# m-calpain inh: inhibitors of pig calpain II, primary screen, biochemical, fluorogenic peptide substrate, 1536-well. purified calpain II, 30 min. 220,000 tested, 0.37% active. inhibition, % at 16 µM. AID 1236, 2008;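 active = inhibition above about 50%, limit read from the data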
# eIF4E 4G PPI: eIF4E–eIF4G protein interaction inhibitors, primary screen, biochemical, uHTS, TR-FRET, eIF4GI fragment | Eukaryotic translation initiation factor 4E (Mus musculus) + Eukaryotic translation … | TR-FRET eIF4E-eIF4GI(517-606) binding, 2 h | inhibition, % at 21.7 µM | 220,000 tested, 0.37% active;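 active = inhibition above about 30%, limit read from the data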;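 also: 0% = full FRET control wells and 100% = background wells lacking eIF4GI fragment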
# PERK inhibitor: block of dimerizer-induced PERK translation repression, primary screen, PERK inhibitor project, CHO PERK-DD cells, SEAP luminescence, HTS; Eukaryotic translation initiation factor 2-alpha kinase 3 (Homo sapiens), Q9NZJ5; CHO PERK-DD fusion, SEAP luminescence translation reporter; AID 1416, 2008; 220,000 tested, 0.17% active; inhibition, % at 5.6 µM;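 active = inhibition above the mean inhibition of all tested compounds plus 3 SD, set separately per screening campaign, cut at about 2.9% in these data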;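 also: PERK kinase domain activated by AP20187 dimerizer at 100 nM; 0% = DMSO with dimerizer and 100% = rapamycin at 8.4 µM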
# MDM2 E3 inh: MDM2-luciferase reporter signal enhancers, primary screen, MDM2 E3 ligase inhibitor project, cell-based, luminescence, 1536-well | cell-based MDM2 ubiquitination luciferase reporter, 2 h; 0 = plate control, 100 = twice control, blank-subtracted | signal enhancement, % at 5 µM | 210,000 tested, 0.11% active | E3 ubiquitin-protein ligase Mdm2 (Homo sapiens), Q00987;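 active = signal enhancement of 30% or more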;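 also: luminescence tracks abundance of the self-degrading MDM2-luciferase fusion protein; higher signal means inhibition of MDM2 E3 ligase activity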
# Target sequence (Q00987 whole entry, looked up, the tested form may be a part): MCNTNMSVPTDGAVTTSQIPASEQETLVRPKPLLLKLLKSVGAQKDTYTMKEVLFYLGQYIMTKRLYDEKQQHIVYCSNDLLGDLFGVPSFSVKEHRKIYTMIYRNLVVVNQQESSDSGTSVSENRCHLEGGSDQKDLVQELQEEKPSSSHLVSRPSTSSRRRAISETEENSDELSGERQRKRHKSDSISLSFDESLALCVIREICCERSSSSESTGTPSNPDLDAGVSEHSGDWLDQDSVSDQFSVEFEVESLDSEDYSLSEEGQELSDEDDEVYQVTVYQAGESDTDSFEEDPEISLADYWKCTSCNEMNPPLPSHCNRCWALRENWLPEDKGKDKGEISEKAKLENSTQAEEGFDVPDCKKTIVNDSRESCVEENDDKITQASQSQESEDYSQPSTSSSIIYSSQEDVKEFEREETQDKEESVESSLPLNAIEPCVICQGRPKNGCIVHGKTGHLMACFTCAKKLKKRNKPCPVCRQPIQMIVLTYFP
#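 Material: Stable MDM2–luciferase fusion reporter cells | Amount: 2000 cells seeded into each well | Dosing: One concentration, 5 µM, with 0.2% DMSO | Incubation: 4 h cell settling then 2 h compound exposure, 37 °C | Measured by: Luciferase luminescence | Read-out basis: % enhancement relative to plate controls after blank subtraction | Benchmarks: Control and blank well means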
# Rad51 HR inh: human RAD51 strand exchange inhibitors, primary screen, biochemical, fluorescence. 200,000 tested, 0.085% active. hRad51 DNA strand exchange, fluorescence dequenching. inhibition, % at 10 µM. DNA repair protein RAD51 homolog 1 (Homo sapiens), Q06609. AID 1385, 2008;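 active = inhibition above 40% at the single screening dose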;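 also: 0% = DMSO control wells and 100% = blanks with heterologous ssDNA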
# Target sequence (Q06609 whole entry, looked up): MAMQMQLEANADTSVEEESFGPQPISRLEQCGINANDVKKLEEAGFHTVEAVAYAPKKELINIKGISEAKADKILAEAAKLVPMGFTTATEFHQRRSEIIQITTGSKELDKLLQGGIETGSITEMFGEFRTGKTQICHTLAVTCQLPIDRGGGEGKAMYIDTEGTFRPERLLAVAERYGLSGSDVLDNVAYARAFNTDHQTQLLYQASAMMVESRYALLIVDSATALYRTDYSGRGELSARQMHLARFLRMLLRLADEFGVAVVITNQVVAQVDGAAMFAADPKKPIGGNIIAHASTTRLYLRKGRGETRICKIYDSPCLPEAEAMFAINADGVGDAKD
#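 Material: hRad51 filaments on single-stranded DNA; Reagent: Donor/quencher-labelled 47-bp dsDNA substrate; Compound: 10 µM final, single point; Schedule: 37 °C 15-min filament assembly, 30-min compound preincubation, 15-min exchange; Technique: FRET fluorescence, excitation 485 nm, emission 520 nm; Benchmarks: control wells and blank wells on each plate.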
# EBV gp42 inh: Epstein-Barr virus gp42 inhibitors, primary screen, biochemical, uHTS, fluorescence polarization; inhibition, % (tested at 21.74 µM); Glycoprotein 42 (Epstein-Barr virus (strain AG876)), Q1HVG2; Fluorescence polarization binding assay, mP read-out; 220,000 tested, 0.42% active; AID 1085, 2008; in the data active = inhibition above about 50%
# Target sequence (Q1HVG2 whole entry, looked up): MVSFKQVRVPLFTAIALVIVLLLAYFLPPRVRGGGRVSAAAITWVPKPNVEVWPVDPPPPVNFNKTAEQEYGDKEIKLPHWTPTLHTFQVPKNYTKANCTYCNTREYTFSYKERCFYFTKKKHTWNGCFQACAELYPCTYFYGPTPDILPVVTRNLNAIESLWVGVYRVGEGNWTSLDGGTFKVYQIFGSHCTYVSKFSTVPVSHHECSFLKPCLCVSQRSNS
# KCC2 mod: KCC2 cotransporter modulators, thallium flux, primary screen, cell-based, HEK293 KCC2, FluoZin-2 fluorescence, MLSMR; B-score of Tl+ flux slope (higher = more flux/activation; lower = inhibition) at 10 µM; Solute carrier family 12 member 5 (Homo sapiens), Q9H2X9; 190,000 tested, 2.2% active; KCC2 cells, thallium flux FluoZin-2 fluorescence;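 active = thallium flux slope and its plate-corrected score both differing from the plate sample mean at a set confidence after two filtering rounds, in either direction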;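 also: slope of fluorescence scaled to starting intensity during 10 to 20 s after thallium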
# TNF death inh: inhibitors of TNF-alpha triggered necroptosis, primary screen, cell-based, Jurkat FADD-/-, single concentration; activation (protection from cell death), % at 10 µM; Jurkat FADD-/- TNF necroptosis rescue, ATP luminescence, 24 h; 0 = TNF only, 100 = no-TNF cells; 220,000 tested, 0.068% active;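 active = activation, meaning protection from cell death, of at least 50% relative to plate controls; inactive = activation below 50%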;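 also: necroptosis triggered by 40 ng/mL TNF-alpha added together with compound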
# L929 necroptosis: inhibitors of zVAD-triggered necroptosis, primary screen, L929 cells; AID 1377, 2008; L929 zVAD necroptosis rescue, ATP luminescence, 24 h; with zVAD 60 µM; 220,000 tested, 0.38% active; viability rescue, % at 10 µM;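 active = activation, scaled between plate controls, above about 75%, limit read from the data; inactive = activation under that limit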;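 also: 0% = zVAD with DMSO and 100% = DMSO alone without zVAD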
# * marks the source's active call; other numbers are inactive results; · = not tested or not shown; [ ] = remark or other dose.
smiles	m-calpain inh	eIF4E 4G PPI	PERK inhibitor	MDM2 E3 inh	Rad51 HR inh	EBV gp42 inh	KCC2 mod	TNF death inh	L929 necroptosis
COc1ccc(/C=N\NC(=S)SCN2C(=O)C3CCC(C)(C2=O)C3(C)C)cc1 (centres undefined)	32	-1[fluorescence artefact?]	-0.6	·	6	-6	14*	1.7	0.3
CC[n+]1c(C)sc2sc3ccccc3c21	-1	-2	1.1	·	-1	-8	·	-1.0	0.2
Nc1ccc(O)c2c1C(=O)c1ccccc1C2=O	-14	31*[fluorescence artefact?]	1.5	-7	-8	125*	-1	-13	7.1
O=C(Cc1coc2cc3c(cc12)CCC3)OCc1cc(=O)n2c(n1)sc1ccccc12	-18	7	-0.4	3	-8	-6	0.57	0.0	0.0
CC(=O)N(Cc1c(C)nn(-c2ccccc2)c1Cl)c1ccc(Cl)cc1	-1	-2	-0.2	-8	8	-6	·	-2.9	-0.2
CCOc1ccc2c(=O)c(Oc3ccccc3)c(C)oc2c1	9	-3	-0.2	-13	·	-26	·	-5.6	0.1
O=C(CS(=O)(=O)Cc1ccccc1)Nc1ccc(S(=O)(=O)N2CCOCC2)cc1	-8	2[fluorescence artefact?]	-0.4	2	-2	-7	-1	4.0	0.6
O=c1/c(=C/c2ccco2)sc2n1CN(c1ccccc1)CN=2	-9	0	-0.3	-6	·	-7	·	0.5	0.3
O=C(Nc1ccc(Cl)cc1C(F)(F)F)c1ccccc1Cl	-1	-2	0.8	-1	-6	-7	-0.13	3.4	0.3
CCOc1cc(/C=N/Nc2ccc(C(=O)O)cc2)ccc1OC(=O)c1ccccc1C	82*	-2	0.2	-13	0	14	-2	-0.1	-0.7
CCCc1cc(=O)[nH]c(SCC(=O)NC2CCCc3ccccc32)n1 (centres undefined)	-9	-11	0.3	·	5	-10	-0.28	2.3	0.5
CCOC(=O)c1cc2sccc2n1CC(=O)C(C)(C)C	-18	3	1.1	-4	1	-1	0.15	-0.9	1.6
O=C(CCCOc1ccc(Cl)cc1Cl)Nc1ccccn1	1	0	1.0	-3	-8	-10	-0.57	0.4	3.7
COC(=O)c1cc(-c2ccccc2)sc1N	30	15[fluorescence artefact?]	-0.4	-6	2	-16	·	-7.8	0.6
CC(=O)C1=C(O)C(=O)N(Cc2ccccc2)C1c1ccccc1F (centres undefined)	-6	-3[fluorescence artefact?]	1.7	-14	0	-13	-1.8	-0.1	-0.1
COc1ccccc1-c1nnc(NC(=O)C(C)SC2=NCCS2)s1 (centres undefined)	-15	-4	0.7	-14	-1	10	-1.4	1.6	28
Cc1nn(-c2ccccc2)c(Cl)c1C(=O)N1CCN(C)CC1	-32	3	1.0	-12	-2	-11	-0.4	-0.5	-0.3
COCCN(C(=O)C1CC1)c1nnc(-c2cccc(C)c2)s1	-11	-1	-1.7	-10	-7	-15	0.12	6.4	0.0
CCOC(=O)Cc1csc(SCC(=O)Nc2cccc(C#N)c2)n1	-14	5	-0.7	-22	-6	-14	0.63	-1.7	0.3
O=C(CCS(=O)(=O)c1cccc2nonc12)N1CCCc2ccccc21	5	-5	-0.9	-4	3	-16	1.2	4.7	-0.3

# Some of the entries above in a different format.
O=C(CS(=O)(=O)Cc1ccccc1)Nc1ccc(S(=O)(=O)N2CCOCC2)cc1
  m-calpain inh = -8; eIF4E 4G PPI = 2[fluorescence artefact?]; PERK inhibitor = -0.4; MDM2 E3 inh = 2; Rad51 HR inh = -2; EBV gp42 inh = -7; KCC2 mod = -1; TNF death inh = 4.0; L929 necroptosis = 0.6

O=c1/c(=C/c2ccco2)sc2n1CN(c1ccccc1)CN=2
  m-calpain inh = -9; eIF4E 4G PPI = 0; PERK inhibitor = -0.3; MDM2 E3 inh = -6; Rad51 HR inh = ·; EBV gp42 inh = -7; KCC2 mod = ·; TNF death inh = 0.5; L929 necroptosis = 0.3

O=C(Nc1ccc(Cl)cc1C(F)(F)F)c1ccccc1Cl
  m-calpain inh = -1; eIF4E 4G PPI = -2; PERK inhibitor = 0.8; MDM2 E3 inh = -1; Rad51 HR inh = -6; EBV gp42 inh = -7; KCC2 mod = -0.13; TNF death inh = 3.4; L929 necroptosis = 0.3

CCOc1cc(/C=N/Nc2ccc(C(=O)O)cc2)ccc1OC(=O)c1ccccc1C
  m-calpain inh = 82*; eIF4E 4G PPI = -2; PERK inhibitor = 0.2; MDM2 E3 inh = -13; Rad51 HR inh = 0; EBV gp42 inh = 14; KCC2 mod = -2; TNF death inh = -0.1; L929 necroptosis = -0.7

# Next part
smiles	m-calpain inh	eIF4E 4G PPI	PERK inhibitor	MDM2 E3 inh	Rad51 HR inh	EBV gp42 inh	KCC2 mod	TNF death inh	L929 necroptosis
Cn1c(Cc2ccccc2)nnc1SCC(=O)Nc1ccccc1N1CCOCC1	-4	7	-1.2	-8	-2	-15	-1.2	-0.8	-0.3
COCCCNC(=O)c1ccc(-n2nc(C(F)(F)F)cc2-c2cccs2)cc1	-17	-6	-0.4	-16	-16	-8	-0.13	-2.1	-0.4
Cc1cc(=O)[nH]c(SCc2nc3ncccn3c2Br)n1	-357	5	1.2	-3	0	-7	0.037	-2.7	0.0
CC1CCCN(S(=O)(=O)c2ccc(N(C(=O)c3cnccn3)C(C(=O)NC3CCCCC3)c3cccs3)cc2)C1 (centres undefined)	-11	-4	-0.5	-9	-1	-18	0.35	2.1	0.4
N/C(Cc1ccccc1Sc1ccccc1)=N\O	-3	15[fluorescence artefact?]	1.4	-10	4	-3	-0.74	-0.8	-0.2
O=[N+]([O-])c1ccc(N/N=C/c2ccccc2)cc1	16	6	0.7	-19	-5	-12	-0.28	4.4	0.2
Cc1ccc(NC(=O)c2ccc(S(=O)(=O)C(F)F)cc2)c(C)c1	6	1	0.3	-2	10	-9	0.98	1.8	0.5
CCc1ccc(-n2c(SCC(=O)N3CCC(C(=O)O)CC3)nnc2-c2ccncc2)cc1	-8	3	0.4	-11	12	-7	0.58	-0.4	1.2
Cc1ccc(S(=O)(=O)Nc2cc(C(=O)Nc3cc(C)cc(C)c3)ccc2Cl)cc1	-52	-1	-0.4	-15	-17	5	-0.77	2.6	0.7
Clc1ccc(/C=N/NC(=Nc2ccccc2)c2ccccn2)c(Cl)c1	12	9	-0.4	-7	·	2	·	-1.1	-0.2

# The list continues:
# Results follow in this order: m-calpain inh | eIF4E 4G PPI | PERK inhibitor | MDM2 E3 inh | Rad51 HR inh | EBV gp42 inh | KCC2 mod | TNF death inh | L929 necroptosis
> COc1ccc(NC(=S)N(CCCN2CCOCC2)Cc2cn(C)c3ccccc23)cc1
  54* | 3 | -0.8 | 7 | 12 | 2 | -0.14 | -2.2 | ·
> CCOc1ccc(NC(=O)c2ccc3c(c2)N(Cc2ccc(F)cc2)C(=O)CS3=O)cc1 (centres undefined)
  -12 | 7 | 0.0 | -6 | -2 | 6 | -0.63 | -3.5 | 0.6
> COc1ccccc1N1CCN(/N=C/C=C\c2ccccc2[N+](=O)[O-])CC1
  21 | -5 | -0.1 | -13 | 7 | 6 | -0.82 | -0.7 | 4.8
> COC(=O)C(O)(CC(=O)Nc1ccccc1OC)C(F)(F)F (centres undefined)
  -17 | -4 | 0.9 | · | -11 | -5 | -0.64 | 0.0 | 0.3
> CCOCCCN1CN(Cc2ccco2)CNC1=S
  -40 | 0 | 0.7 | -4 | -20 | 2 | 0.96 | -1.0 | 3.9
> COCCNC(=O)c1ccccc1NC(=O)C1COc2ccccc2O1 (centres undefined)
  -22 | 5 | -0.5 | -6 | 3 | -17 | 0.49 | 4.0 | 1.2
> CCN(CC)c1ccc(S(=O)(=O)N2CCOCC2)cc1NC(=O)CSc1cccc[n+]1[O-]
  18 | -1 | 0.1 | -8 | · | 2 | -0.52 | 0.0 | -0.9
> CCOc1ccc(-c2nc(C#N)c(N3CCN(Cc4ccccc4)CC3)o2)cc1
  -11 | 1 | -0.2 | -12 | 1 | -11 | -4.3* | -1.5 | 0.5
> Cc1cc(-c2ccccc2)nc(SCC(=O)c2cccc([N+](=O)[O-])c2)n1
  -17 | -7 | -0.5 | 7 | -1 | -10 | · | -7.6 | 0.0
> COc1cc(NS(=O)(=O)c2ccc(Cl)cc2)c(C(=O)O)cc1OC
  2 | 1[fluorescence artefact?] | -1.3 | -1 | · | -15 | -0.21 | 0.1 | ·
> CC(=O)NC(CCS(C)(=O)=O)C(=O)Nc1ccccc1Cl (centres undefined)
  -1 | -12 | 0.7 | 9 | -3 | -11 | 0.12 | 0.5 | -0.1
> O=C(C[n+]1cccc(/C=N/O)c1)N1CCCc2ccccc21
  -6 | -5 | 1.8 | -10 | 5 | -17 | 0.4 | -0.3 | 2.6
> CCOC(=O)C1CCN(c2c(-c3ccccc3)c3cc(Cl)ccc3[nH]c2=O)CC1
  -44 | 7 | 0.8 | -13 | -20 | -3 | -0.036 | -1.1 | 0.0
> CCOc1ccc(/C(O)=C2/C(=O)C(=O)N(Cc3cccnc3)C2c2ccc(N(C)C)cc2)c(C)c1 (centres undefined)
  -29 | 9 | 2.0 | -21 | -1 | -16 | -2.5 | 0.2 | -0.1
> O=C(CNC(c1ccccc1)c1ccccc1)Nc1cc([N+](=O)[O-])ccc1Cl
  34 | 1 | 1.4 | -34 | -14 | -9 | 0.63 | 1.1 | 0.2
> c1ccc(C2C/C(=N\N3CCOCC3)c3ccccc3O2)cc1 (centres undefined)
  3 | -2 | 0.0 | 2 | -19 | 0 | 0.22 | 0.5 | 0.7
> COc1ccc(OC)c(N2CC(O)(c3cccs3)[N+]3=C2SCCC3)c1 (centres undefined)
  -1 | 3 | -0.5 | -16 | 3 | 6 | -0.03 | 5.9 | -1.1
> O=C(CCS(=O)(=O)c1cccs1)N1CCCC1
  7 | 50* | 0.9 | 2 | -4 | -4 | · | 0.5 | 0.4
> CN1CCCN(C(=O)c2cc(=O)[nH]c3ccccc23)c2nc3ccccc3nc21
  5 | 0 | 0.1 | 0 | 3 | 3 | -0.33 | -2.6 | -0.3
> CCOC(=O)N1CCN(C(=O)c2ccc(OC)cc2)CC1
  -25 | 2 | 0.9 | 3 | 2 | -9 | 0.008 | 1.0 | 22
> O=C(CCN1CCN(C/C=C/c2ccccc2)CC1)Nc1ccccc1
  -43 | 2 | -2.6 | 4 | 0 | 4 | -1.5 | 0.1 | 0.3
> Cc1ccc2nc(/C(C#N)=C\c3cc(C)n(-c4cccc([N+](=O)[O-])c4)c3C)[nH]c2c1
  -69 | -5 | -0.1 | 7 | 2 | -22 | · | 2.2 | 3.2
